Assay outcomes (PubChem)
ALOX12 inh = ALOX12 (human) lipoxygenase inhibition. purified 12hLO, xylenol orange hydroperoxide absorbance. P18054. Potency, µM (top dose mostly 108 µM), inactives show at the top dose activity change, negative = inhibition, actives largely listed as inhibitors. AID 1671190. 1.1% of 580,000 active; active means well fitted inhibition curve with a large enough effect; inconclusive means small, poorly fitted or top-dose-only effect, or another doubt; inactive means no such curve, though single readings can be large or run the other way
Target sequence (P18054 whole entry, looked up): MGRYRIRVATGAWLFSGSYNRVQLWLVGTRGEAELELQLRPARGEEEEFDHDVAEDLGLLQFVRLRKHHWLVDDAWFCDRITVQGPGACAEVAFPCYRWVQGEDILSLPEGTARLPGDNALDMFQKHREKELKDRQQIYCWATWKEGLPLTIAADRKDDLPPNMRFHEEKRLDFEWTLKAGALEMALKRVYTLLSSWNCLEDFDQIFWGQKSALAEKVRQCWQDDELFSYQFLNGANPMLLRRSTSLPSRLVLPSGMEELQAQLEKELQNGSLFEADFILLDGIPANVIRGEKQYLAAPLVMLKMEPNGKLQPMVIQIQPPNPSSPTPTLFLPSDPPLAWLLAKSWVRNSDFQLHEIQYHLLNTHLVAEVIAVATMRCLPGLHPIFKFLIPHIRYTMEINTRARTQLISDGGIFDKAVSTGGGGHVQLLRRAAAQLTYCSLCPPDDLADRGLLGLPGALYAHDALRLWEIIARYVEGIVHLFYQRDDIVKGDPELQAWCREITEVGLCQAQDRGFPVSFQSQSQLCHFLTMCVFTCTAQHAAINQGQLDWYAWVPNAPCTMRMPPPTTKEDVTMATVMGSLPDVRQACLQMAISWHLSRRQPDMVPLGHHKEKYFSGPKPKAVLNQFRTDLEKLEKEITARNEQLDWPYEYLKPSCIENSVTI
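Hydroperoxide product was detected by ferrous iron/xylenol orange as the 573 to 405 nm absorbance ratio. Arachidonic acid at 40 uM (final) was turned over for 30 min at room temperature by 150 nM human 12hLO, pH 7.0 Hepes buffer, after 15 min compound preincubation.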
Starred values were filed as active, the others as inactive; ? = inconclusive; [ ] = remark or other dose. On the % scale 0 is the no-effect control and ±100 the full control effect; potency means the concentration at half of the fitted maximal effect. The list is partial, so the mix of outcomes need not match the whole.

SMILES	ALOX12 inh
COc1ccc(-c2nc3cnc(N4CCOCC4)nc3n(-c3ccccc3)c2=O)cc1	0.0%
CC(=O)c1ccc(S(=O)(=O)N2CCN(C(=O)C(=O)c3cccc(C(F)(F)F)c3)CC2)cc1	-2.1%
CNc1nc2cnc(-c3ccc(OC)c(OC)c3)cc2n1Cc1ccccc1	13.9%
Cc1ccc2c(CN3CCN(C)CC3)cc(=O)oc2c1C	17.9%
CCOC(=O)c1[nH]c2ccc(OC)cc2c1NC(=O)CCN1CCC(C(=O)OCC)CC1	-5.9%
CCCN(CC(=O)Nc1ccccc1C)S(=O)(=O)c1cccc2cc(C)cnc12	0.0%
CSc1cccc(NC(=O)Cn2c(N3CCOCC3)nc(C)cc2=O)c1	-7.7%
COc1ccc(-n2c(=O)c(-c3ccc(F)cc3)nc3cncnc32)cc1	200.5%[activator]
COc1ccc2cc(C(=O)O)sc(=O)c2c1OC	-26.6%
COc1ccc(C(=O)N[C@@H]2CCC[C@@H]2C(=O)NCC(C)C)cc1	10.2%
COc1ccc2[nH]c3c(c2c1)CCNC31CCN(C(=O)c2cn(C)cn2)CC1	23.5%
O=C(CSc1nc2cc(Cl)ccc2o1)c1c[nH]c2ccccc12	?
O=C(NCc1ccc(F)cc1Cl)c1cc2n(n1)CC(c1ccc3c(c1)OCO3)OC2 (stereo not drawn)	60.0%[activator]
Cc1cc(Br)ccc1NC(=O)CN(C)Cc1ncc(-c2ccc(F)cc2)o1	-5.5%
O=C1CC(c2ccccc2)N(Cc2ccncc2)CCCN(C(=O)c2ccoc2)CCN1 (stereo not drawn)	35.0%[activator]
O=C(CCc1c[nH]c2ccccc12)N1CCN(CC(=O)N2CCCCCC2)CC1	-1.9%
O=C(Cc1n[nH]c(=O)c2ccccc12)NCC(=O)N1CCN(c2ccc(F)cc2)CC1	-1.0%
COCCNc1ncnc2ccc(-c3c(C)noc3C)cc12	?
NS(=O)(=O)c1ccc(NC(=O)CN2CCCC2c2ccc(F)cc2)cc1 (stereo not drawn)	-2.1%
COc1ccc(C(=O)N[C@H]2CC[C@]3(C)CCC([C@H](C)C(=O)NCCN4CCOCC4)[C@H](O)[C@H]3[C@@H]2C)cc1 (stereo partly drawn)	-33.0%

Given with values ahead of the structure: part of the list above.
ALOX12 inh | SMILES
? | O=C(CSc1nc2cc(Cl)ccc2o1)c1c[nH]c2ccccc12
60.0%[activator] | O=C(NCc1ccc(F)cc1Cl)c1cc2n(n1)CC(c1ccc3c(c1)OCO3)OC2 (stereo not drawn)
-5.5% | Cc1cc(Br)ccc1NC(=O)CN(C)Cc1ncc(-c2ccc(F)cc2)o1
35.0%[activator] | O=C1CC(c2ccccc2)N(Cc2ccncc2)CCCN(C(=O)c2ccoc2)CCN1 (stereo not drawn)

Single values from the results shown.
Under ALOX12 inh, CNc1nc2cnc(-c3ccc(OC)c(OC)c3)cc2n1Cc1ccccc1 has the entry 13.9%
Under ALOX12 inh, CCOC(=O)c1[nH]c2ccc(OC)cc2c1NC(=O)CCN1CCC(C(=O)OCC)CC1 has the entry -5.9%

Continued:
SMILES	ALOX12 inh
O=C1NCCCCCN(C(=O)Nc2ccccc2F)[C@H]2CCCC[C@@H]12	32.1%[activator]
CCOc1cc(N)c(C#N)cc1OCC	38.8%[activator]
N#CC1(NC(=O)CNc2cccc(F)c2)CCCC1	5.0%
Cc1ccc(/C=C(\C#N)c2nc3ccccc3o2)cc1	7.5%
O/N=C1\CCCc2c1nc(-c1ccccc1Cl)n2O	?
CCN1CCCCC12Cc1ccccc1CN(C(=O)CCCN(C)C)C2 (stereo not drawn)	?
CC[C@@H]1[C@@H](NC(=O)CCCn2nnc(-c3ccc(F)cc3)n2)[C@@H]2CCO[C@H]12	?
Cc1cc(C)cc(C(=O)NCCn2cc(C(=O)N3CCSCC3)nn2)c1	3.8%
COC(=O)[C@H]1CN(C(=O)c2cccnc2)CCN1C(=O)CSC	?
CC(=O)c1cn(CC(=O)N(C)Cc2ccccc2)c2ccccc12	8.8%
Cc1cc2ccccc2n1CCC(=O)N1CC[C@@](C)(O)[C@@H](O)C1	48.3%[activator]
Nc1ncnc2c1ncn2[C@@H]1O[C@@H](CO)[C@H](O)[C@H]1O	?
COc1cc(NC(=O)O[C@@H]2CO[C@H]3[C@@H]2OC[C@@H]3NC(=O)c2cccs2)cc(OC)c1	50.0%[activator][176 µM]
CC(C)(C)C(c1nc2ccccc2[nH]1)n1c(-c2ccsc2)nc2ccccc21 (stereo not drawn)	-5.5%
O=C1CC(c2noc(-c3cc(Cl)ccc3F)n2)CN1c1ccc(F)cc1 (stereo not drawn)	33.1%
O=C(NOCC(O)CO)c1cc(Br)c(F)c(F)c1Nc1ccc(I)cc1F (stereo not drawn)	-16.7%[57.4 µM]
Cn1cccc1C1CCCCCN1S(=O)(=O)c1ccc(S(=O)(=O)N2CCCC2)cc1 (stereo not drawn)	-13.1%
CC(C)=CC(=O)Nc1ccc(OC2CCCC2)cc1	?
COc1cccc(CN2CCCOCCNC(=O)[C@@H]3CCCC[C@@H]32)c1OC	4.2%
O=C(c1cnccn1)N1CCc2[nH]nc(C(c3ccccc3)c3ccccc3)c2C1	28.4%

Not a retest: 5 of the compounds above.
SMILES	ALOX12 inh
O=C(NOCC(O)CO)c1cc(Br)c(F)c(F)c1Nc1ccc(I)cc1F (stereo not drawn)	-16.7%[57.4 µM]
Cn1cccc1C1CCCCCN1S(=O)(=O)c1ccc(S(=O)(=O)N2CCCC2)cc1 (stereo not drawn)	-13.1%
CC(C)=CC(=O)Nc1ccc(OC2CCCC2)cc1	?
COc1cccc(CN2CCCOCCNC(=O)[C@@H]3CCCC[C@@H]32)c1OC	4.2%
O=C(c1cnccn1)N1CCc2[nH]nc(C(c3ccccc3)c3ccccc3)c2C1	28.4%

Following part
SMILES	ALOX12 inh
CCN(Cc1nccn1C)C(=O)c1cc(-c2cnc(C)nc2)nc2ccc(F)cc12	23.9%
CCc1cccc(-n2nnnc2N2CCN(C(=O)NCc3ccccc3)CC2)c1	9.8%[6.33 µM]
O=C(NCC1CC1)c1nc2c(o1)CCN(Cc1cccc(F)c1F)CC2	9.3%[176 µM]
CCc1ccc(N2CC(c3noc(-c4ccc5ncccc5c4)n3)CC2=O)cc1 (stereo not drawn)	39.7%[activator]
O=C1CCN(S(=O)(=O)c2ccccc2)CCCC(C(=O)NCc2ccccc2)CCN1 (stereo not drawn)	-1.0%
C#CC(C)(CC)NC(=O)c1ccccc1C(=O)O (stereo not drawn)	-9.7%
Cc1nn(C)c(Cl)c1CN1CCOc2ccc(CN3CCC(Oc4cccnc4)CC3)cc2C1	3.7%
COc1ccc2[nH]c(=O)c(CCC(=O)NCCc3ccc(S(N)(=O)=O)cc3)cc2c1	44.3%[activator]
COc1cccc(Nc2nc(-c3cc4cc(OC)ccc4oc3=O)cs2)c1	-24.6%
O=C(NCc1nnc2n1CCN(C(=O)/C=C/c1ccccc1)CC2)c1cccc(F)c1	8.8%
O=C(Cn1nc(-c2cccs2)c2ccccc2c1=O)NCC(F)(F)F	-1.6%
CC(C)C(NC(=O)c1ccccc1Cl)C(=O)NOCc1ccccc1 (stereo not drawn)	11.0%
CN1CCCN(C(=O)c2ccccc2)c2ccccc21	23.3%
O=C1OC2(CCNCC2)CN1Cc1cc(C(F)(F)F)ccc1F	25.1%
CCOc1ccc(-c2nc(CSCC(=O)NCCCN3CCOCC3)c(C)o2)cc1	-9.2%
Cc1nncn1C1CCN(S(=O)(=O)c2ccc(C(C)C)cc2)CC1	16.8%
Cc1nonc1CN1CCN(C(C(=O)O)c2c[nH]c3cc(Br)ccc23)CC1 (stereo not drawn)	-13.7%
CCC(=O)N(C1CCOCC1)C1CCN(S(=O)(=O)c2ccc(F)cc2F)CC1	14.1%
N#C/C(=C/c1ccc(O)cc1)c1nc2ccccc2o1	?
COc1ccc(CCNC(=O)c2ccc3nccn3c2)cc1	-23.5%[176 µM]
CS(=O)(=O)N1CCC(C(=O)Nc2ccccc2SC2CCCC2)CC1	4.1%
Oc1c(C(c2ccccc2)N2CCCCC2)sc2nc(-c3ccco3)nn12 (stereo not drawn)	-20.1%
COCC(=O)NCc1nc(-c2cccc(F)c2)c(-c2ccccn2)[nH]1	104.4%[activator]
CCc1ccc2c(c1)C1(NN=C(c3cccc4ccccc34)S1)C(=O)N2 (stereo not drawn)	?
Cc1cccc(NC(=O)CC2CCCN(c3cnn(C)c(=O)c3)C2)c1 (stereo not drawn)	?
O=C(Cn1nc2c(cc1=O)CCCCC2)NC1CCN(C(=O)c2cc3ccccc3[nH]2)CC1	1.3%
COc1cc(-c2[nH]ncc2CN2CCN(c3ccc(Cl)cn3)CC2)cc(OC)c1OC	70.2%
COCCn1cnc2c1c(=O)n(CC(=O)Nc1ccccc1F)c(=O)n2Cc1ccccc1	?
CCCCCNc1c2c(nc3ccccc13)CC(C)(C)CC2=O	?
Cc1cc(=O)oc2cc(OCC(=O)Nc3ccc(C(C)C)cc3)ccc12	?
O=[S+]([O-])(Nc1cccnc1)c1ccc2c(c1)OCCN(Cc1ccc(F)cc1)C2	9.4%[176 µM]
COc1ccc(Br)cc1CNC(=O)CCc1ccc2nc(NC(=O)C(C)C)sc2c1	?
COc1ccc(CN2C(=O)[C@@H]3C[C@@H](CN3C(=O)c3cnccn3)Oc3ccccc32)cc1	-5.3%[176 µM]
Cc1ccccc1C(C)NC(=O)c1cc2ccccc2oc1=O (stereo not drawn)	?
CCCCC(=O)Nc1oc2c(C)cccc2c(=O)c1-c1ccc(OC)cc1	-1.5%
O=C(CSc1nc2nc[nH]c2c(=O)[nH]1)NCc1ccccc1Cl	-26.8%
COCC1CN(C)CC12CCN(C(=O)c1cc3ccccc3[nH]1)CC2 (stereo not drawn)	8.7%
c1ccc(-c2ccnc3nc(C4CCC4)nn23)cc1	2.4%
O=C(OC1CCOC1=O)c1ccccc1Sc1ccc(C(F)(F)F)cc1[N+](=O)[O-] (stereo not drawn)	?
O=C(NC(NC(=O)c1ccccc1)c1ccc(Cl)cc1)c1ccccc1	3.9%
CCCN(Cc1ccc(C)cc1)C(=O)CSc1nnc(COc2ccccc2Cl)n1C	-28.8%
Cc1oc2cc(OCC(=O)NC3(C)CCS(=O)(=O)C3)ccc2c(=O)c1Oc1ccccc1 (stereo not drawn)	-19.1%
COc1ccc(-c2nc(NCCN3CCC(C)CC3)c3ccccc3n2)cc1	-18.9%
O=C(Nc1ccc2[nH]ccc2c1)C1=NO[C@@H]2CN(c3ccccn3)C[C@H]12	9.6%[176 µM]
O=C(CNC(=O)c1ccc(-c2ccccc2)cc1)OCc1ncc(-c2ccccc2)o1	?
Cc1cc(C)c(C(=O)N2CCCC3(CN(C)C(=O)O3)C2)cn1 (stereo not drawn)	69.2%[activator]
Cc1nc(N2C(=O)C(=O)/C(=C(/O)c3ccccc3)C2c2ccccc2F)sc1C (stereo not drawn)	-20.4%
O=C(NCCN1CCCCC1)C1(CCO)CCN(Cc2ccccc2)C1 (stereo not drawn)	30.1%[activator]
Cc1ccc(NS(=O)(=O)c2ccc(NC(C)c3ccc(C)o3)c([N+](=O)[O-])c2)c(C)c1 (stereo not drawn)	?
O=C(NCCc1ccccc1)N1CCCCCC1CN1CCOCC1 (stereo not drawn)	51.3%[activator]
COC(=O)c1cc(OC(=O)c2cc3ccccc3o2)cc(C(=O)OC)c1	-15.3%
COCC1CN(C)CC12CCN(C(=O)c1nccc3ccccc13)CC2 (stereo not drawn)	25.0%
OCCN1CCN(Cc2ccc3c(c2)CN(Cc2cnc(-c4ccccc4)s2)CCO3)CC1	15.7%
COC(=O)CNC(=O)N1CCCCCCNC(=O)[C@@H]2C[C@@H](c3nc(-c4cccnc4)no3)C[C@@H]21	44.4%[activator]
C=C(C)CN1CCN(c2nc3c(c(=O)[nH]c(=O)n3C)n2Cc2ccc(Cl)cc2)CC1	-2.5%
Cc1cccc(Cn2c(=O)c(-c3noc(C)n3)c3n(c2=O)CCCCC3)c1	-0.6%
O=C(Nc1cccnc1)c1nc2c(o1)CCN(Cc1ccc(F)c(F)c1)CC2	27.0%[176 µM]
NS(=O)(=O)CCCC(=O)N1CCC(Cc2cccc(C(=O)O)c2)C1 (stereo not drawn)	31.7%
CC(C)N1C(=O)C2(CCCCC2)C1C(=O)NCc1cc(F)cc(F)c1 (stereo not drawn)	35.9%[activator]
COc1ccc(C(=O)NCC2CCCCC2)cc1S(=O)(=O)N(C)C	15.5%
Carrying on.
SMILES	ALOX12 inh
O=C(c1ccco1)N1CCC2(CC1)CN(c1ccccn1)C2	7.0%[57.4 µM]
CC(=O)Nc1ccc(Cl)c(-c2nc3cc(C)ccc3o2)c1	4.0%
COc1ccccc1CNC(=O)c1cnn(-c2nccc(-c3cccs3)n2)c1C	?
COc1cccc(CN2CCCC(c3nc(CCOc4cccc(C)c4)no3)C2)c1 (stereo not drawn)	10.3%
C#CCN(C)C(=O)[C@@H]1CCCN1[C@@H](C(=O)NC)c1ccc(OC)cc1	?
COc1ccc(OCC(=O)N[C@H]2CCCC[C@@H]2NC(=O)COc2ccc(OC)cc2)cc1	-20.5%
c1ccc2sc(CSc3ccc4c(c3)OCCO4)nc2c1	0.2%
CCN(CCOC)Cc1cn(C)nc1-c1ccc(C2CCCCC2)cc1	15.9%
Cc1nc2ccccc2nc1SCC(=O)N1CCCC1	-8.7%
COc1ccc(C=Cc2cc(OC)c(OC)c(OC)c2)cc1O	3.8%
Cn1cccc1C(=O)N1[C@@H]2CC[C@H]1CC(NC(=O)c1ccc(F)cc1)C2 (stereo partly drawn)	30.7%
O=c1n(Cc2ccc(Cl)cc2)nc2n1CCCC2	-2.7%
Cc1ccc(C(=O)C(C)Sc2nc(CN3CCOCC3)nc3ccccc23)cc1 (stereo not drawn)	-28.4%
